Compound activity from PubChem.
GPR151 activ = activates the human receptor GPR151; 650,000 tested, 1% active; PathHunter beta-arrestin GPR151 cells, luminescence; activation, % at 11.2 µM; in the data active means activation above about 4.9%;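 further: 0% = median of compound wells and 100% = cells with positive control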
Target sequence (Q8TDV0 whole entry, looked up): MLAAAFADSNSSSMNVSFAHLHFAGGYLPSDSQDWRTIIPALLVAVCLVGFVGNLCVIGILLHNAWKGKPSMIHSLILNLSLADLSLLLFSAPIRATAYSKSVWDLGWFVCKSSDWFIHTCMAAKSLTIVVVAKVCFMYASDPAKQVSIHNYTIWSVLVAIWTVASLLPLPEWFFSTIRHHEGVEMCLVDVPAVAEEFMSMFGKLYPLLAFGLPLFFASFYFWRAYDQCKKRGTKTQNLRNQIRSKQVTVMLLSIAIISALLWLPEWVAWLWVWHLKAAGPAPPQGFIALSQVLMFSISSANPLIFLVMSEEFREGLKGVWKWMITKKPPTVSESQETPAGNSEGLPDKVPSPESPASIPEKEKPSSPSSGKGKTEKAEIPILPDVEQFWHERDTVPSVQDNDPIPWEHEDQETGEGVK
FBW7 act = activators of human E3 ligase FBW7. normalized activity (activation), % at 26.1 µM. AID 1259310. Q969H0. AlphaScreen FBW7–phospho-cyclin E peptide binding, activator screen. 650,000 tested, 0.13% active; in the data active means normalized activity above about 1.9%;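 further: purified mutant Fbw7 with reduced substrate affinity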
TEAD-YAP inh = TEAD-YAP interaction inhibition | 640,000 tested, 1.4% active | HEK-TIYL cells, TEAD-Gal4/YAP UAS-luciferase luminescence | AID 1259422 | inhibition, % at 9.12 µM; in the data active means inhibition above about 32%;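 further: 0% = median of test compound wells and 100% = reference inhibitor wells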
MITF inh = human MITF inhibition, primary screen; AlphaScreen MITF homodimerization, bead proximity signal; inhibition, % at 2.6 µM; 650,000 tested, 0.91% active; AID 1259374; in the data active means inhibition above about 50%;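 further: 0% = vehicle wells with protein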
Target sequence (O75030 whole entry, looked up): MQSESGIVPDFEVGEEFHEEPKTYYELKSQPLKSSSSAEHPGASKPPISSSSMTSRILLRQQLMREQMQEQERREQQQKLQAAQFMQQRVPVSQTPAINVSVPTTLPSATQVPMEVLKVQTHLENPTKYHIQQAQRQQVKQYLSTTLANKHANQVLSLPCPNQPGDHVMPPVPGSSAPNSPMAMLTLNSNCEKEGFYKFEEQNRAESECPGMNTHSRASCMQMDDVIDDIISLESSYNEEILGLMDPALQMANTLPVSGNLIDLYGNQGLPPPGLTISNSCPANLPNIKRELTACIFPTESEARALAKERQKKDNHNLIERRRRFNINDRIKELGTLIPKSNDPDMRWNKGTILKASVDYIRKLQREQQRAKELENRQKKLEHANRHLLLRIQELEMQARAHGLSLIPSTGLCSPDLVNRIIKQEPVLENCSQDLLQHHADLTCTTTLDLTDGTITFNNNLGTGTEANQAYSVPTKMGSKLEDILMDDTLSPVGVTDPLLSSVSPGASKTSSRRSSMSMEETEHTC
Numbers without * were called inactive.

Molecule,GPR151 activ,FBW7 act,TEAD-YAP inh,MITF inh
COc1ccc(NC(=O)c2ccc(Cl)c(S(=O)(=O)N3CCCCCC3)c2)cc1,4.1,0.1,21.2,0.1
CCOC(=O)C1CCN(C(=O)CC(C)=O)CC1,-0.3,-0.1,3.0,7.5
O=C1Cc2ccccc2C(=O)N1n1cnnc1,3.8,0.1,-0.7,8.2
Cc1ccc(-n2nnc3c(=O)n(CC(=O)c4ccccc4)cnc32)cc1Cl,0.5,0.2,-6.0,-6.8
Cc1cn2c3c(=O)n(C)c(=O)n(C)c3nc2n1CCN1CCN(c2ccc(F)cc2)CC1,-1.5,0.4,5.5,13.4
O=Cc1ccc(OCC(=O)Nc2ccc(F)cc2)c(Br)c1,-1.5,0.1,-9.1,6.5
Cc1ccccc1C1(CC(=O)N(C)Cc2nccn2C)CC(=O)N(Cc2ccccc2)C1=O (stereo not given),0.8,0.0,13.9,4.7
CS(=O)(=O)N(CC(=O)Nc1cccnc1)c1cccc([N+](=O)[O-])c1,1.8,0.1,-5.1,8.5
O=C(CN(c1ccccc1)S(=O)(=O)c1ccccc1[N+](=O)[O-])NN=C1CCCCC1,2.4,-0.1,-9.4,-4.9
COCCn1c(=NC(=O)c2ccc(C(=O)OC)cc2)sc2cc(OC)ccc21,0.4,0.2,-1.7,3.8
CCSc1nnc(NC(=O)c2cccc(C(=O)OC(C)C)n2)s1,1.5,-0.1,-1.3,8.8
CCCCN(C)Cc1ccc(O)c([N+](=O)[O-])c1,2.8,-0.1,-0.6,-4.9
Cc1nnc(SCC(=O)NC2CCCC2)n1CC1CCCO1 (stereo not given),-1.5,0.1,-1.1,27.8
COCC(=O)Nc1cc(C)nn1-c1ncnc2c1cnn2-c1cccc(Cl)c1,-0.9,-0.1,-1.6,-5.5
COC(=O)Cc1ccc(NC(=S)N2CCC(C(N)=O)(N3CCCCC3)CC2)cc1,1.5,-0.2,-0.6,-10.7
Cn1c2ccccc2c2nnc(SCC(=O)c3ccccc3)nc21,5.5*,-0.3,1.0,-17.0
Cc1ccc2oc(-c3cc(NC(=O)c4ccc(Cl)cc4)ccc3O)nc2c1,-0.6,-0.1,-6.2,-8.4
O=C(N/N=C/c1cccs1)C1CC(=O)N(c2ccc(Cl)cc2)C1 (stereo not given),11.8*,0.3,1.4,-17.0
COc1ccc(CNC(=O)C2=C(C)C(=O)OC23CCCCC3)cc1,1.8,0.1,-5.4,-5.6
Cc1ccc(/C=C2\NC(=S)N(C3CCCCC3)C2=O)o1,0.4,0.1,10.8,11.8
COc1ccc(OC)c(/C=C2\C(=O)NN(c3ccc(Cl)cc3)C2=O)c1,-0.2,0.0,8.1,-5.3
CN1CCN(C(=O)c2cc(-c3ccc4c(c3)OCO4)on2)CC1,0.0,0.0,-44.0,-7.2
COc1cccc(OC)c1OCC(O)CN1CCC(C)CC1 (stereo not given),-0.3,-0.1,-5.0,1.9
O=C1NC(=O)N(c2ccccc2F)C(=O)/C1=C\c1ccccc1,1.6,0.1,-1.5,8.3
Cc1ccc(OCC(=O)NNC(=O)C(=O)NC(C)(C)C)c(Br)c1,0.2,0.5,15.8,15.8
CC(Oc1ccc(-c2ccccc2)cc1)C(=O)Nc1ccccc1C(N)=O (stereo not given),-2.6,1.0,-4.8,9.6
O=C(CSc1nnc(NC(=O)C2CCCCC2)s1)NCCc1ccccc1,-2.1,0.4,-3.4,8.9
CC(C)(C)C1=NN(CC(=O)NC2CCC2)C(=O)c2cc3sccc3n2C1,0.3,0.3,-13.0,-2.9
Cc1ccc(C)c(-c2nc3ccccc3nc2-c2ccccc2)c1,-0.1,0.0,2.8,-18.2
CCN(CC)c1ncnc2sc(C(=O)NC(C)C)c(C)c12,0.7,0.0,1.4,14.3
CC(=O)c1ccccc1Nc1c(C(C)=O)nnn1-c1ccc(Cl)cc1,-0.1,0.1,-3.9,3.5
CCOC(=O)c1ccc(N=C2SC(C(=O)Nc3ccc(I)cc3)CC(=O)N2C)cc1 (stereo not given),0.7,-0.1,-5.5,-1.6

An excerpt of these results, as labelled records:
SMILES: CC(=O)c1ccccc1Nc1c(C(C)=O)nnn1-c1ccc(Cl)cc1
  GPR151 activ = -0.1
  FBW7 act = 0.1
  TEAD-YAP inh = -3.9
  MITF inh = 3.5
SMILES: CC(Oc1ccc(-c2ccccc2)cc1)C(=O)Nc1ccccc1C(N)=O (stereo not given)
  GPR151 activ = -2.6
  FBW7 act = 1.0
  TEAD-YAP inh = -4.8
  MITF inh = 9.6

More entries:
Molecule,GPR151 activ,FBW7 act,TEAD-YAP inh,MITF inh
Nc1nnc(SCC(=O)Nc2cccc(S(N)(=O)=O)c2)s1,1.1,0.0,1.6,0.5
CCC(C)N(CCNC(=O)Cn1c2ccccc2c2nc(=O)cc(C)n21)C1CCCCC1 (stereo not given),-1.3,1.5,-11.5,12.2
COC(=O)c1sc2nc3c(cc2c1N)C(=O)CC(C)(C)C3,0.2,-0.2,2.8,-12.2
CCCCCCC(=O)NC(=O)NCc1ccccc1,-0.7,0.6,3.6,20.0
CCCCCSc1nnc2c(n1)OC(c1cc(C)ccc1OC(C)=O)N(C(C)=O)c1ccccc1-2 (stereo not given),0.1,0.1,-2.4,9.0
CC(OC(=O)c1ccc(C#N)cc1)c1nc2ccccc2s1 (stereo not given),1.0,0.2,-1.3,2.1
O=C(Nc1ccc2cccc([N+](=O)[O-])c2c1)c1cncc(Br)c1,0.6,-0.1,-8.3,-0.2
CCN(CC)c1ccc(C(=O)NN2Cc3ccccc3C2=N)cc1,-1.4,-0.1,1.0,-12.1
COC(=O)c1cccc([N+](=O)[O-])c1CS(=O)(=O)c1ccc(C)cc1,-1.5,0.4,5.5,1.5
Cc1cc(NC(=O)/C=C/c2ccc3c(c2)OCO3)no1,-2.3,0.6,-33.1,8.8
O=C(NCCN1CCOCC1)c1cc(-c2ccc(Cl)c(Cl)c2)on1,1.4,-0.1,2.6,-2.2
CSc1ccc(S(=O)(=O)Nc2ccc(F)c(Cl)c2)cc1,-0.4,0.2,6.7,10.7
O=C(Nc1ccc2oc(-c3ccc(Cl)cc3Cl)nc2c1)c1ccccc1F,-0.7,0.0,0.6,4.0
CN(C)CCNC(=O)c1ccc(Sc2ccccc2Cl)c([N+](=O)[O-])c1,-0.4,0.0,-11.9,-7.8
Cc1cc(C)cc(OCC(=O)O/N=C(\N)c2cccc(Br)c2)c1,0.2,0.1,15.7,8.2
Clc1ccccc1-c1nnc(Nc2nc3cc4c(cc3s2)OCO4)o1,1.4,0.1,1.7,5.9

Rewritten with values under each structure: 6 of the compounds above.
Results follow in this order: GPR151 activ, FBW7 act, TEAD-YAP inh, MITF inh
> Cc1cc(NC(=O)/C=C/c2ccc3c(c2)OCO3)no1
  -2.3, 0.6, -33.1, 8.8
> O=C(NCCN1CCOCC1)c1cc(-c2ccc(Cl)c(Cl)c2)on1
  1.4, -0.1, 2.6, -2.2
> CSc1ccc(S(=O)(=O)Nc2ccc(F)c(Cl)c2)cc1
  -0.4, 0.2, 6.7, 10.7
> O=C(Nc1ccc2oc(-c3ccc(Cl)cc3Cl)nc2c1)c1ccccc1F
  -0.7, 0.0, 0.6, 4.0
> CN(C)CCNC(=O)c1ccc(Sc2ccccc2Cl)c([N+](=O)[O-])c1
  -0.4, 0.0, -11.9, -7.8
> Cc1cc(C)cc(OCC(=O)O/N=C(\N)c2cccc(Br)c2)c1
  0.2, 0.1, 15.7, 8.2

(further entries)
Molecule,GPR151 activ,FBW7 act,TEAD-YAP inh,MITF inh
Cc1ccc2nc(C3CCN(C(=O)Cn4nnnc4CN(C)C(C)C)CC3)[nH]c2c1,-0.8,0.0,5.7,8.3
COc1ccc(CC(=O)Nc2c(-c3ccccc3)nc3cc(C)ccn23)cc1OC,-1.5,0.2,-0.9,11.6
Cc1csc(CN(C)C(=O)Cn2nnnc2CN(C)C(C)C)n1,-0.3,0.2,2.5,7.0
CCOC(=O)c1ccc(NC(=O)COc2ccc(C(C)C)cc2)cc1,1.4,0.0,-5.0,8.8
O=C(Cn1cccc1C(=O)c1ccccc1)NCCN1CCCCCC1,-0.1,-0.4,-4.4,-39.7
COC(=O)c1ccc(OCC2c3cc(OC)c(OC)cc3CCN2C(=O)c2ccccc2[N+](=O)[O-])cc1 (stereo not given),1.6,0.0,-12.1,5.7
O=C(NNC(=O)c1ccco1)c1ccc(C(F)(F)F)cc1,-0.4,0.0,-12.7,13.2
COc1cc(NC(=O)CN2CCC(n3nnc4cc(F)ccc43)CC2)cc(OC)c1,0.4,0.0,4.4,-6.8
CCCCC1CC(C)(/C(C)=N/NC(N)=S)OC1=O (stereo not given),1.8,0.0,5.9,-10.7
OCCC#Cc1ccc(CN2CCCC(N3CCOCC3)C2)cc1 (stereo not given),-0.5,-0.1,1.9,2.4
Cc1ccccc1-n1cc(-c2ccccc2)[nH]c1=S,3.2,0.0,8.4,21.4
CCCC1CCC(c2ccc(-c3noc(-c4ccc(I)cc4)n3)cc2)CC1 (stereo not given),-0.4,0.0,5.0,1.6
CCCC1=NN2C(=N)/C(=C/c3ccccc3OCc3ccccc3)C(=O)N=C2S1,-0.5,0.5,-12.0,16.6
COc1cc(OC)cc(-c2nnc(NC(=O)C3CC3)o2)c1,1.1,0.2,-2.7,4.2
Cc1ccccc1N1C(=O)c2ccc(C(=O)OC(C)C)cc2C1=O,-0.7,-0.2,-0.4,-1.9
CCOC(=O)c1c(N)nn(C(C)=O)c1-c1ccccc1,0.8,-0.1,25.6,-17.7
COc1cc(CC(=O)O)c(OC)cc1Br,-0.3,-0.1,1.1,-17.2
COc1ccc(Cn2c(C)nc([N+](=O)[O-])c2SCC#N)cc1[N+](=O)[O-],-0.5,0.1,30.3,-0.1
CCOC(=O)C1(Cc2ccccc2)CCN(Cc2ccc(C)o2)CC1,0.0,-0.1,1.1,7.6
O=C1CC(NCCc2ccc(Cl)cc2)C(=O)N1c1ccccc1 (stereo not given),-0.5,-0.1,-3.7,4.0
CCC(COC)NS(=O)(=O)c1ccc(C)cc1 (stereo not given),0.3,0.0,-1.1,-2.4
CCC(=O)C(Sc1ccc([N+](=O)[O-])cc1)C(C)=O (stereo not given),-0.5,-0.1,0.8,8.8
O=C(O)CC1(CC(=O)Nc2cccc3cnccc23)CCCC1,1.8,-0.2,-4.6,2.4
O=C(Nc1nccs1)c1cccc2c1-c1ccccc1C2,-1.3,0.0,-6.9,11.1
Cc1cc(OC(=O)NC2(C(F)(F)F)Oc3ccc(Cl)cc3O2)c(C(C)C)cc1I (stereo not given),1.9,0.0,-1.5,-11.6
O=C(Nc1nccs1)NC1CC(=O)N(c2cccc(F)c2)C1 (stereo not given),1.0,-0.1,-3.3,-5.3
Cc1ccc(S(=O)(=O)N/N=C/c2ccccc2[N+](=O)[O-])cc1,3.0,0.1,-4.3,11.5
Cc1cc(=O)oc2c(CN(C)Cc3ccccc3)c(O)ccc12,1.3,0.0,-12.6,0.1
O=C(NCCO)/C(=C/c1ccc(Br)cc1)NC(=O)c1cccs1,-1.8,-0.1,-3.2,6.9
COc1ccc(-n2nc([N+](=O)[O-])c(=NC3CCN(Cc4ccccc4)CC3)n2O)cc1,-2.1,0.2,3.5,16.0
COc1ccc(/C=C(\C#N)C(=O)OC(C)C(=O)Nc2ccc(NC(C)=O)cc2)cc1 (stereo not given),-0.3,0.0,-86.2,-8.1
CCc1c(C)nc2ncnn2c1NC1CC1,3.2,-1.4,-28.5,14.1
O=C(Nc1ccc(Br)cc1)c1cc(-c2ccc(O)cc2)on1,1.0,-0.1,-26.1,7.5
CCOC(=O)CN1C(=O)SC(Nc2ccc(C)cc2)C1=O (stereo not given),0.3,0.2,4.6,-0.2
CCOC(=O)C(=Cc1ccccc1OC)C(=O)OCC,-1.2,0.0,25.5,-2.8
CCOC(=O)c1ccccc1NC(=O)COC(=O)c1cccc(S(N)(=O)=O)c1,0.0,0.0,11.0,9.0
Cc1cc(Br)ccc1NC(=O)Cn1nc(C)c([N+](=O)[O-])c1C,1.5,-0.1,3.9,5.7
Brc1ccccc1Cn1cnc2ccccc21,0.7,-0.1,10.7,-4.7
CC(C(=O)Nc1ccc(F)cc1)N1C(=O)c2ccccc2C1=O (stereo not given),1.5,0.0,-4.7,-7.8
COc1ccc(C(=O)Nc2ccccc2)cc1S(=O)(=O)N1CCCc2ccccc21,-0.8,-0.2,19.4,32.1
O=[N+]([O-])c1ccccc1S(=O)(=O)NCCSCc1ccccc1,4.2,-0.1,0.5,7.2
COc1ccc(C(=O)NNC(=O)C(C)Oc2ccc(Cl)cc2Cl)cc1 (stereo not given),0.3,1.0,-1.2,12.9
O=C(c1cnn2cccnc12)N1CC[C@@H](c2ccccc2)[C@H](O)C1,-0.8,-0.1,-4.7,-3.7
CCN(CC(=O)NC(C)C)C(=O)CCCOc1ccc(C(C)=O)cc1,0.8,0.3,10.3,5.5
CCn1nccc1C(=O)Nc1nc(-c2ccc(OC)cc2OC)cs1,1.6,-0.1,2.4,-5.1
CCOC(=O)Cn1c(=O)oc2cc(S(=O)(=O)Nc3cc(Cl)ccc3OC)ccc21,-0.2,1.0,-1.2,5.9
O=C1C2C3C=CC(C3)C2C(=O)N1C1CC2CCC1C2 (stereo not given),-0.6,-0.1,-1.6,-1.0
O=C(Nc1ccc2[nH]ncc2c1)[C@H](O)COc1ccc(F)cc1,0.6,0.0,-13.0,-8.5
CCCc1nnc2sc(NC(=O)c3cccc(F)c3)nn12,0.6,0.1,-0.6,11.4
